# Compound activity as filed in PubChem.
# SIRT5 block – inhibitors of human sirtuin-5 desuccinylase; Q9NXA8; actives 1.1% (n = 330,000); Purified SirT5, succinyl-peptide AMC, trypsin-coupled fluorescence; inhibition, % at 15 µM; in the data active = inhibition above about 15%; inconclusive = no clear call, values can overlap the other calls
# Target sequence (Q9NXA8 whole entry, looked up): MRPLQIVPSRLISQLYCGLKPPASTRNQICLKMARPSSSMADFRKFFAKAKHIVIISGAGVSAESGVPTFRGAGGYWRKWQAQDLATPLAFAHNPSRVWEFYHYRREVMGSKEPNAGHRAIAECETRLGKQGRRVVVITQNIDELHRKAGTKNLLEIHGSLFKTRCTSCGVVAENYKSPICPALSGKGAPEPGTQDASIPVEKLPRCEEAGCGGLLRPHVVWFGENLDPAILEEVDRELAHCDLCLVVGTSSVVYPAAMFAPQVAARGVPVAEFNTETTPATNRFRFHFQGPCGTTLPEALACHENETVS
# S100A4 inh HTS – S100A4-myosin IIA interaction inhibition | P26447 | AID 652163 | inhibition, % at 10.7 µM | actives 0.14% (n = 360,000) | S100A4/TAMRA-MyoIIA peptide fluorescence polarization;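 active = mean inhibition of at least 70% across replicates, with every replicate also reaching that level; inconclusive = mean inhibition reaches 70% but some replicates fall short; inactive = mean inhibition below 70%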
# Target sequence (P26447 whole entry, looked up): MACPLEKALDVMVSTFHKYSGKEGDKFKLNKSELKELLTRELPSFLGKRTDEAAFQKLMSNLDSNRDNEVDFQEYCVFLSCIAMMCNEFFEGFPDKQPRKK
#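 Test system: S100A4 monomer protein. Medium: HEPES buffer with Ca2+, pH 7.2. Reagent: fluorescent myosin IIA peptide, 5 nM. Compound dosing: single-point compound testing. Timing: 5 min between mix addition and reading. Benchmarks: DMSO neutral and TFP positive wells.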
# FN deposition inh – fibronectin deposition inhibition; AID 743247; actives 0.086% (n = 350,000); inhibition, % at 12.6 µM; AH1F fibroblasts, Alexa488-fibronectin deposition fluorescence, overnight;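 active = mean inhibition across replicates of 30% or more, regardless of how many single replicates reach that level; inconclusive = mean under 30% yet at least half of replicates reach 30%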;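 note: positive control wells lacked labelled fibronectin entirely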
#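 Test system: AH1F fibroblast monolayer depositing Alexa488-labelled fibronectin into matrix. Input: 10000 cells per well. Technique: fluorescence, ex 485 nm, em 525 nm. Buffer or medium: DMEM plus 2% serum, read in PBS. Timing: 1 h cell adhesion before compound, then overnight fibronectin incubation. Compound: single dose, pinned. Read-out basis: inhibition from reduced deposited-fibronectin fluorescence.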
# Statin myotox sup – protects C2C12 myotubes from simvastatin toxicity; ATP luminescence, 48 h; scaled: DMSO 0, geranylgeraniol control 100; rescue of ATP level, % at 7.49 µM; actives 0.78% (n = 330,000);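 active = mean ATP rescue above about 67%, or every replicate alone reaching that limit, limit read from the data, passing the limit was not always enough; inconclusive = no clear call, values can overlap the other calls; inactive = mean under the limit and some replicate under it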;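 note: myotubes were challenged with 10 µM simvastatin during compound exposure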
# esBAF inh – inhibitors of esBAF chromatin remodeling in mouse ES cells; Bmi1-luciferase knock-in reporter, 24 h; 100% = twice the neutral-well signal; reporter increase, % at 12.5 µM; actives 2% (n = 350,000); AID 602393; in the data active = activation above about 40%; inconclusive = no clear call, values can overlap the other calls;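 note: 0% = median of the plate's neutral control wells and 100% = double that signal; a rise in the Bmi1 reporter signal indicates esBAF inhibition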
# Casp6 inh – blocks human caspase-6 cleavage activity | inhibition, % at 12.5 µM | actives 0.53% (n = 350,000) | purified caspase-6, Z-VEID-R110 cleavage fluorescence | AID 686996 | P55212;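 active = mean inhibition across replicates at least about 35%, with every replicate also reaching that limit, limit read from the data; inconclusive = only one of the two criteria met; inactive = neither criterion met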;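 note: 0% = median of neutral control wells and 100% = no fluorescence left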
# Target sequence (P55212 24-179 limits assumed): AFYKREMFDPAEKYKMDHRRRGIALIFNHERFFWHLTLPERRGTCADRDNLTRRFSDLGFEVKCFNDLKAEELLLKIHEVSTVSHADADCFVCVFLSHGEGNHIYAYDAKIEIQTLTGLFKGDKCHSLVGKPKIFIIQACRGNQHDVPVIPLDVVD
# Target sequence (P55212 194-293 limits assumed): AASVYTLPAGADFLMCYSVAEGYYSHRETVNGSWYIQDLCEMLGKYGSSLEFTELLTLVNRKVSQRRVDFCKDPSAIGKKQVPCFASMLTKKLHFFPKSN
# LGR2 antag – Drosophila LGR2 receptor signaling inhibition. HEK293 LGR2, CRE-luciferase, bursicon-stimulated, 4 h. inhibition, % at 9.99 µM. actives 0.35% (n = 380,000);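 active = drop in luminescence signal, shown as inhibition above about 50% in the replicate tests, limit read from the data, passing the limit was not always enough; inconclusive = probably only some replicates passing the limit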;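 note: agonist challenge used bursicon conditioned medium at about half maximal strength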
# * hit, by the source's call; ? = inconclusive; . = not tested or not shown.
SMILES,SIRT5 block,S100A4 inh HTS,FN deposition inh,Statin myotox sup,esBAF inh,Casp6 inh,LGR2 antag
O=C(N[C@H]1CC[C@@H](CCNC(=O)C2CC2)O[C@@H]1CO)c1ccccn1,-2,6,-9,3,4,0,-4
Cc1occc1-c1nnc(SCC(=O)Nc2nc(-c3ccccc3)cs2)o1,0,1,.,13,13,-4,-12
O=C(Nc1nc(-c2cc(F)ccc2F)cs1)c1ccccn1,-2,-22,-10,.,.,-8,-25
O=C(Cc1ccccn1)N1CC(=O)N2[C@H](CO)[C@@H](c3ccc(C#CC4CCCC4)cc3)[C@H]2C1,2,-11,-3,.,.,0,-7
CC12CCC(=O)N1C(C(=O)NNC(=O)c1ccccc1)CS2 (configuration not stated),-6,-5,-4,.,.,-2,5
O=C(CC(C(=O)O)C1CCCO1)NCCc1ccc2c(c1)OCO2 (configuration not stated),.,.,1,10,-1,.,.
CC(C)(C)c1nn2cnnc2n(/N=C/c2cccc3ccccc23)c1=O,0,-2,4,.,.,1,0
CCCCCCSc1nnc(-c2cnn(-c3ccccc3)c2-n2cccc2)n1C,.,.,-6,11,12,.,.
C[C@@H]1CN([C@H](C)CO)C(=O)c2cccc(NS(=O)(=O)c3ccccc3)c2O[C@H]1CN(C)C(=O)Nc1ccc(C(F)(F)F)cc1,9,-3,.,-9,4,-1,9
CC1CCN(C(=O)/C=C/c2ccc(C(C)(C)C)cc2)CC1,1,-4,-2,.,.,-1,-74
O=C(Nc1ccc2c(c1)C(=O)c1ccccc1-2)c1ccccc1,-11,-2,.,3,94*,-2,-65
CS(=O)(=O)c1ccc(Cl)c(NC(=O)c2cccc(-n3cnnn3)c2)c1,1,6,-4,0,-18,-1,-5
O=S(=O)(c1ccccc1)c1nc(-c2ccccc2)oc1N1CCCCC1,.,.,.,-11,20,.,-27
N#CCCN(C(=O)COC(=O)c1ccc2c(=O)n3c(nc2c1)CCC3)c1ccc(F)cc1,-3,-4,.,.,.,3,-8
O=C(CCl)NN1C(=O)NC(c2ccccc2)(c2ccccc2)C1=O,-2,-1,6,-1,-4,6,22
CC(=O)c1cccc(NC(=O)C(=O)c2cn(CC(=O)N3CCCCC3)c3ccccc23)c1,1,0,1,.,.,1,-20
C/C(=N\NC(=O)CC#N)c1ccc(Oc2ccccc2)cc1,-4,1,5,6,5,-3,.
Cc1nc(N)ncc1C(=O)Nc1ccccc1,-4,0,-2,3,9,0,2
COc1ccc(N(CC(=O)NCCSCc2ccccc2Cl)S(C)(=O)=O)cc1Cl,-1,-1,0,11,-5,-1,6
COc1ccc(S(=O)(=O)N2CCN(C(=O)c3cc(C)nc4ccccc34)CC2)cc1OC,3,0,4,-2,2,6,1
CCCCCC1CC(CC(=O)NC(=S)Nc2ccccc2Cl)C(=O)O1 (configuration not stated),-1,-1,-6,6,6,0,.
O=C(C[C@H]1C[C@@H]2c3cc(NC(=O)CC4CC4)ccc3O[C@@H]2[C@@H](CO)O1)NCc1ccncc1,13,-2,.,-12,-5,-6,0
O=c1[nH]c(C(F)(F)F)nc2c1nc1n2CCC1,.,-1,3,1,2,-1,10
C=CCC1CCCC(=O)N2CC[C@H](O)C12 (some centres not stated),.,.,-1,-4,-13,.,-3
O=C(N[C@@H](Cc1ccc(Br)cc1)C(=O)O)OCC1c2ccccc2-c2ccccc21,.,-3,-2,4,7,2,-19

# 4 compounds picked at random from the list so far, as already listed:
SMILES,SIRT5 block,S100A4 inh HTS,FN deposition inh,Statin myotox sup,esBAF inh,Casp6 inh,LGR2 antag
C[C@@H]1CN([C@H](C)CO)C(=O)c2cccc(NS(=O)(=O)c3ccccc3)c2O[C@H]1CN(C)C(=O)Nc1ccc(C(F)(F)F)cc1,9,-3,.,-9,4,-1,9
O=C(Nc1nc(-c2cc(F)ccc2F)cs1)c1ccccn1,-2,-22,-10,.,.,-8,-25
Cc1occc1-c1nnc(SCC(=O)Nc2nc(-c3ccccc3)cs2)o1,0,1,.,13,13,-4,-12
CC12CCC(=O)N1C(C(=O)NNC(=O)c1ccccc1)CS2 (configuration not stated),-6,-5,-4,.,.,-2,5

# Further compounds.
SMILES,SIRT5 block,S100A4 inh HTS,FN deposition inh,Statin myotox sup,esBAF inh,Casp6 inh,LGR2 antag
COc1ccccc1-c1ccc2c(c1)[C@H]1[C@H](CCN1S(=O)(=O)c1cn(C)cn1)[C@H](CO)N2,3,-12,-5,0,?,-1,-47
CC(C)CNC(=S)NC(=O)c1ccc([N+](=O)[O-])cc1,.,.,.,15,23,.,-16
Cn1c(SCC(=O)c2ccccc2)nnc1-c1ccc(O)cc1,.,.,-3,3,24,.,.
CC(C)NC(=O)C1C(c2ccc(C(F)(F)F)cc2)=Nc2ccccc2N1C(=O)c1cc2ccccc2[nH]1 (configuration not stated),.,-3,-3,.,.,3,-25
O=C(c1ccc2c(c1)OCO2)N1C[C@H]2[C@@H](c3ccccc31)[C@H](CO)N2Cc1ccccc1Cl,4,-1,.,30,-7,1,-8
Cc1ccc(S(=O)(=O)N(C)C[C@H]2OCCCC[C@H](C)Oc3ccc(NC(=O)Nc4ccc(F)cc4)cc3C(=O)N([C@@H](C)CO)C[C@H]2C)cc1,5,8,15,.,0,1,16
COc1ccc(F)cc1-c1cc(C(=O)NCc2cccc(C(F)(F)F)c2)[nH]n1,-2,-5,-3,-13,17,-1,1
COc1ccc(NC(=O)c2cc(-c3ccccn3)nc3c(C)cc(C)cc23)c(C)c1,2,-3,0,9,-3,1,-9
CC1CCC2(CC1)NC(=O)N(CC(=O)c1ccc(CNC(=O)C(C)(C)C)s1)C2=O (configuration not stated),-2,1,-8,17,13,4,2
COC(=O)c1c(-c2ccccc2)csc1NC(=O)c1c(-c2ccccc2)noc1C,-4,-2,-8,.,.,-3,9
O=C1CCc2cc(S(=O)(=O)Nc3cccc(F)c3)cc3c2N1CC3,2,42,2,21,-4,2,-1
CCOC(=S)SCc1cn2ccccc2n1,-4,7,7,.,.,-3,0
COc1ccc(CN(C)C(=O)c2sccc2-c2ccccc2)c(OC)c1,-2,-5,0,.,.,2,1
C[C@H]1CN([C@@H](C)CO)C(=O)Cc2cc(NC(=O)CCCCCC(=O)Nc3ccccc3N)ccc2O[C@@H]1CN(C)CC1CCCCC1,8,-1,-11,?,-6,1,8
O=C(O)C1CC(=O)N(c2ccc(OCc3ccccc3)cc2)C1 (configuration not stated),.,.,-2,-11,-6,.,-8
O=C(Cc1ccccc1)Nc1ccc(S(=O)(=O)N2CCCC2)cc1,.,-3,-4,-15,-3,3,-25
O=C(CNC(=O)c1ccc(Cl)cc1)NNC(=O)c1ccc(Br)cc1,-4,0,-4,10,-4,0,17
Cc1ccc(S(=O)(=O)/N=C(/Nc2ccc(O)c(C(=O)O)c2)c2ccccc2)cc1,-5,1,3,2,0,0,-1
CCOc1ccccc1NC(=O)CN(C)S(=O)(=O)c1cnc[nH]1,-2,5,-9,.,.,3,24
CCC(c1nnnn1C(C)(C)CC)N1CCN(c2ccccc2F)CC1 (configuration not stated),-5,7,.,-2,0,-7,19
Cc1ccc(S(=O)(=O)Nc2cccc3c2O[C@@H](CN(C)Cc2ccc(Oc4ccccc4)cc2)[C@@H](C)CN([C@@H](C)CO)C3=O)cc1,-9,-58,.,40,-2,.,-7
C=CCSc1nnc(Cc2c(C)[nH]c3ccccc23)o1,-3,-1,-2,4,-4,-6,9
Cc1oc2cc(O)ccc2c(=O)c1-c1nncn1-c1ccccc1,-5,-7,1,.,.,-1,2
C[C@@H]1CN([C@@H](C)CO)C(=O)Cc2cc(NC(=O)C3CCCCC3)ccc2O[C@H]1CN(C)Cc1ccc(C(F)(F)F)cc1,-2,-2,-1,35,5,2,-3
CN(C)c1ccc(/C=N/NC(=O)C2COc3ccccc3O2)o1 (configuration not stated),.,-7,0,.,.,5,9

# Arranged by the number under SIRT5 block (largest number first): four from the list above.
SMILES	SIRT5 block
Cc1ccc(S(=O)(=O)N(C)C[C@H]2OCCCC[C@H](C)Oc3ccc(NC(=O)Nc4ccc(F)cc4)cc3C(=O)N([C@@H](C)CO)C[C@H]2C)cc1	5
COc1ccc(NC(=O)c2cc(-c3ccccn3)nc3c(C)cc(C)cc23)c(C)c1	2
CCOc1ccccc1NC(=O)CN(C)S(=O)(=O)c1cnc[nH]1	-2
CCC(c1nnnn1C(C)(C)CC)N1CCN(c2ccccc2F)CC1 (configuration not stated)	-5

# The listing picks up, starting 4 compounds before the break.
SMILES,SIRT5 block,S100A4 inh HTS,FN deposition inh,Statin myotox sup,esBAF inh,Casp6 inh,LGR2 antag
C=CCSc1nnc(Cc2c(C)[nH]c3ccccc23)o1,-3,-1,-2,4,-4,-6,9
Cc1oc2cc(O)ccc2c(=O)c1-c1nncn1-c1ccccc1,-5,-7,1,.,.,-1,2
C[C@@H]1CN([C@@H](C)CO)C(=O)Cc2cc(NC(=O)C3CCCCC3)ccc2O[C@H]1CN(C)Cc1ccc(C(F)(F)F)cc1,-2,-2,-1,35,5,2,-3
CN(C)c1ccc(/C=N/NC(=O)C2COc3ccccc3O2)o1 (configuration not stated),.,-7,0,.,.,5,9
CCC1(CC)NC(=O)N(CC(=O)N2CCN(S(=O)(=O)c3cccc(F)c3)CC2)C1=O,-1,2,-1,0,-5,1,14
COc1ccccc1CNC(=O)Nc1nc(C(N)C(C)C)cs1 (configuration not stated),.,11,-10,-5,-6,0,3
Cc1cc(C)cc(N(C(=O)c2ccc(Br)o2)C2C=CS(=O)(=O)C2)c1 (configuration not stated),0,3,-17,.,.,1,-6
C[C@@H]1CCCCO[C@H](CN(C)C(=O)NC2CCCCC2)[C@H](C)CN([C@@H](C)CO)C(=O)c2cc(NC(=O)c3ccccc3)ccc2O1,.,.,2,.,1,.,9
Cc1ccc(C)c(S(=O)(=O)NCC(=O)Nc2ccc3c(c2)OCO3)c1,8,4,.,7,-7,-2,-10
CN1CCN(C(=O)c2ccccc2N(Cc2ccccc2)S(=O)(=O)c2ccccc2)CC1,0,8,.,-1,6,-4,18
COc1ccccc1N1CCN(S(=O)(=O)c2ccc(Br)s2)CC1,.,.,8,-4,-6,.,-16
CSc1nc(O)c(C2OC(=O)c3ccccc32)c(=O)[nH]1 (configuration not stated),-3,-2,17,.,-7,2,.
Cn1c(NCCc2ccncc2)nc2cc(-c3cccc(C(F)(F)F)c3)sc2c1=O,0,-9,0,.,.,2,-24
COc1ccc(S(=O)(=O)Nc2ccc3c(c2)C(=O)N([C@H](C)CO)C[C@H](C)[C@@H](CN(C)S(=O)(=O)c2cn(C)cn2)O3)cc1,3,6,.,0,2,1,.
C[C@H]1CN([C@@H](C)CO)S(=O)(=O)c2ccc(-c3cccc(C(=O)N(C)C)c3)cc2O[C@@H]1CN(C)C(=O)Cc1ccccn1,-2,15,5,6,-3,1,-5

# These rows are one share of the data; rates above refer to the full screens.
